ANO1 block: TMEM16A chloride channel inhibitors, primary screen, cell-based, HTS; normalized B-score (activity score, 25-100; higher = stronger inhibition) at 10 µM; AID 588511, 2011; 310,000 tested, 1.2% active; HEK293 TMEM16A/YFP iodide influx fluorescence, ionomycin;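 active = ratio plate-corrected score three or more library SD toward inhibition, starting fluorescence score within five deviations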;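 note: score derived from kinetic fluorescence span divided by baseline fluorescence per well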
ANO1 activ: TMEM16A chloride channel activators or potentiators, primary screen, cell-based, HTS | HEK293 TMEM16A/YFP-H148Q/I152L, iodide quench fluorescence; hits give low values | 340,000 tested, 0.3% active | B-score at 10 µM | Anoctamin-1 (Mus musculus), Q8BHY3 | AID 623877, 2012;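 active = fluorescence-ratio B-score plate-corrected deviation score at least 3 library SD below zero, with starting fluorescence score within 5 deviations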;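 note: channel opened by trigger with iodide after compound preincubation; score built on the fluorescence ratio of max minus min over baseline; more negative score means more quench and so TMEM16A activation or potentiation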
HDAC3 inhib: HDAC3 deacetylase inhibitors, primary screen, biochemical, fluorescence, cell-free homogeneous | Histone deacetylase 3 (Homo sapiens), O15379 | recombinant HDAC3, fluorogenic peptide/trypsin coupled | inhibition, % at 8.3 µM | 320,000 tested, 0.15% active; in the data active = inhibition above about 26%, passing the limit was not always enough
Target sequence (O15379 whole entry, looked up): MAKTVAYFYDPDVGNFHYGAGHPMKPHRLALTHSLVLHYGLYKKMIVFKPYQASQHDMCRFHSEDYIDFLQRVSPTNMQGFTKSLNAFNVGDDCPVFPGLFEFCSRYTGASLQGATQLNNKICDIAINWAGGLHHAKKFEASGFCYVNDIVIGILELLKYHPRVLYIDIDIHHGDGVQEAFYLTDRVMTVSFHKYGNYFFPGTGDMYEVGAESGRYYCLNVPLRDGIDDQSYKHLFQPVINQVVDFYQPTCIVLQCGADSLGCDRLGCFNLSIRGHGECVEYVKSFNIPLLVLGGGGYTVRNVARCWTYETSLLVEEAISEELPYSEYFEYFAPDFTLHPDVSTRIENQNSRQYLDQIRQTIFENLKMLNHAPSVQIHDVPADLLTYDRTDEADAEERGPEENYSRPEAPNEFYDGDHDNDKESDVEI
KCNQ1 inh: inhibitors of human KCNQ1 channel, primary screen, cell-based, thallium flux, high-throughput; Potassium voltage-gated channel subfamily KQT member 1 (Homo sapiens), P51787; CHO-K1 KCNQ1, FluxOR thallium flux fluorescence; hits give high values; B-score at 10 µM; 310,000 tested, 1.3% active; AID 2642, 2010;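 active = compounds whose thallium flux B-score, printed positive for inhibition, exceeds three library SD while starting fluorescence stays within three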;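 note: channel opened by potassium depolarization with thallium stimulus after 20 min compound exposure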
KCNK9 block: KCNK9 potassium channel inhibitors, primary screen, HEK293 cells, thallium flux; FluxOR thallium flux fluorescence; hits give low values; B-score at 10 µM; 310,000 tested, 1.2% active;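 active = ratio B-score over 3 SD below the library mean, with starting fluorescence within 5 SD of its mean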;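 note: negative B-score means less thallium flux so channel inhibition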
Target sequence (Q9NPC2 whole entry, looked up): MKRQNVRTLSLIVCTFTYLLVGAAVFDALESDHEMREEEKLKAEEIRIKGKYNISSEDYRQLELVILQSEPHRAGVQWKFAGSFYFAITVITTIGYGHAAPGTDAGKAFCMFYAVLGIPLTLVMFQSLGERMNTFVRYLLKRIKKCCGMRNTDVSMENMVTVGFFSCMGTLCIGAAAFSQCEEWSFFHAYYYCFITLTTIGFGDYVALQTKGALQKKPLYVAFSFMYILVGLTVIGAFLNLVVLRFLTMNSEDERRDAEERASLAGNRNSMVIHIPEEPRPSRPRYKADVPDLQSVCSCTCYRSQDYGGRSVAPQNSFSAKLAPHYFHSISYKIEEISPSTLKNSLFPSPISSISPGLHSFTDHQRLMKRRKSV
SKKanGAS inh: S. pyogenes SKKanGAS growth inhibitors in kanamycin, primary screen, streptokinase expression inhibitor project, SKKanGAS strain, BacTiter-Glo luminescence | 6 h | inhibition, % at 7.5 µM | 300,000 tested, 1.3% active;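 active = mean replicate score, as percent of positive control median, at least 50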;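 note: strain carries kanamycin resistance gene driven by streptokinase promoter and grows in 40 µg/ml kanamycin; loss of luminescence reflects streptokinase promoter inhibition or plain growth inhibition; 0% = median of DMSO wells and 100% = positive control at its reference dose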
KCNQ1 act: potentiators or activators of KCNQ1 channel, primary screen, cell-based, thallium flux, high-throughput; CHO-K1 KCNQ1, thallium flux FluxOR fluorescence; hits give high values; B-score at 10 µM; 310,000 tested, 0.35% active;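 active = fluorescence ratio B-score, a plate-corrected score, at least three library SD, with initial intensity B-score within 5 SD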
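Doses: Single concentration per compound, DMSO matched to controls | Test system: KCNQ1-transfected CHO-K1 cells | Timing: 90 min dye loading and 20 min compound exposure, both at room temperature | Measured by: Kinetic FluxOR thallium fluorescence, 10-s 1-Hz baseline, 110-s post-stimulus read | Medium: Assay buffer with matched DMSO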
hERG rescue: hERG rescue from dofetilide block, primary screen, cell-based, CHO-hERG, FluxOR thallium flux, dofetilide IC70. Voltage-gated inwardly rectifying potassium channel KCNH2 (Homo sapiens), Q12809. dofetilide IC70 present. activation (rescue from dofetilide block), less the hit threshold, % at 10 µM. 310,000 tested, 0.51% active. AID 1511, 2009;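 active = activation above the mean of controls blocked by dofetilide plus 5 SD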;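 note: thallium influx through hERG after potassium depolarization seen as dye fluorescence rise; in these data hits start at about 4.7%; inactives centre near -7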
KCNK3 inh: human KCNK3 channel inhibitors, primary screen, CHO cells, FluxOR thallium flux, B-score | FluxOR fluorescence; hits give low values | B-score at 10 µM | 340,000 tested, 0.84% active | AID 602410, 2012;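 active = B-score under library mean minus 4 SD, starting fluorescence ratio at most library mean plus 5 SD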;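 note: more negative B-score means stronger inhibition of thallium flux through KCNK3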
RGS4 inh: RGS4 inhibitors, primary screen, cell-based, HEK293 M3R inducible RGS4, calcium flux; Regulator of G-protein signaling 4 (Homo sapiens), P49798; Fluo-4 calcium flux; hits give high values; triggered by carbachol at its EC20; B-score at 10 µM; 310,000 tested, 0.45% active; AID 463165, 2010;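 active = B-score, a plate-corrected calcium signal, over three deviations above library mean, with baseline fluorescence within five deviations of library mean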;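 note: RGS4 expression induced by doxycycline in cells with stable M3 receptor; B-score is computed from the integrated fluorescence ratio over baseline after carbachol; higher B-score means a larger calcium signal and so more RGS4 inhibition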
Target sequence (P49798 whole entry, looked up): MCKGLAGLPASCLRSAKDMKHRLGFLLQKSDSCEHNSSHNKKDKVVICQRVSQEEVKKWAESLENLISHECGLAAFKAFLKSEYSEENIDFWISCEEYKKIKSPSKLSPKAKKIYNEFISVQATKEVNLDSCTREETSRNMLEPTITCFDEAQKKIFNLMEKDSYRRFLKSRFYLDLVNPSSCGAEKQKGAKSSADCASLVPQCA
RGS4 act: RGS4 potentiators or activators, primary screen, cell-based, HEK293 M3R inducible RGS4, calcium flux; carbachol calcium flux Fluo4; hits give low values; B-score at 10 µM; 310,000 tested, 0.92% active; AID 463111, 2010;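 active = B-score of the integrated calcium signal more than 4 SD below the library mean, with starting fluorescence not abnormally high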;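 note: negative B-score means reduced calcium response which marks RGS4 activation or potentiation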
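System – HEK293 FlpIn-TREx cells, stable M3R, doxycycline-inducible RGS4 · Reagent – ECmax carbachol challenge · Times – compound preincubation 20 min at room temperature before agonist · Technique – Fluo4 fluorescence kinetic imaging of calcium · Measure – B score of integrated Fluo4 ratio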
* = called active by the depositor; i = inactive; . = not tested or not shown. Rows are unselected. About 6.3% of those tested had a hit in this group.

SMILES	ANO1 block	ANO1 activ	HDAC3 inhib	KCNQ1 inh	KCNK9 block	SKKanGAS inh	KCNQ1 act	hERG rescue	KCNK3 inh	RGS4 inh	RGS4 act
COc1ccc(OC)c(NC(=S)NCc2cccnc2)c1	i	i	3.2	i	i	2.2	i	-10.9	i	i	i
Cc1cc(OCC(=O)NCc2cccnc2)c2c(C)c(C)c(=O)oc2c1	i	i	-28.9	i	i	17.8	i	-8.4	i	i	i
O=C1CC(SC2=NCCS2)C(=O)N1c1cccc(Cl)c1Cl (stereo not given)	i	i	-0.9	i	i	15.4	i	-7.1	i	i	i
Cc1ccccc1NC(=O)CCC(=O)N/N=C/c1ccc(F)cc1	i	i	-6.0	i	i	-7.2	i	-5.2	i	i	i
O=S(=O)(/N=C(/c1ccccc1)N1CCCCC1)c1ccccc1	i	i	0.7	i	i	0.6	i	-6.0	i	i	i
COc1ccc(-c2nc(C(=O)NCCCN3CCOCC3)cc3c2[nH]c2ccccc23)cc1OC	i	i	-10.4	i	i	9.2	i	-4.4	i	i	i
CCN(CC)C1CCN(C(=O)c2ccc(OC3CCN(CCc4ccccc4)CC3)cc2)C1 (stereo not given)	i	i	12.9	i	i	5.1	i	-10.7	i	i	i
Cc1cccc(NC(=S)N/N=C2\CC(C)(C)Oc3ccc(O)cc32)c1	i	i	6.0	i	i	-1.2	i	6.5*	i	i	i
O=C(CSc1nnc(COc2ccc(Br)cc2)o1)NC1CCCCC1	i	i	0.2	i	i	-6.9	i	4.2	i	i	i
O=C(COC(=O)C1CC2C=CC1C2)Nc1cccc(S(=O)(=O)N2CCCCCC2)c1 (stereo not given)	100*	i	6.7	i	i	-7.6	i	-4.4	i	i	i
C[C@@H](NC(=O)c1nc[nH]c1C(=O)NCC(=O)OC(C)(C)C)c1ccccc1	i	i	8.2	i	i	-2.3	i	-12.4	i	i	i
CN(Cc1ccon1)C(=O)CC1C(=O)NCCN1Cc1ccccc1C(F)(F)F (stereo not given)	.	i	.	i	i	-0.5	i	-10.4	i	i	i
CC1CCCN(S(=O)(=O)c2coc(C(N)=O)c2)C1 (stereo not given)	i	i	-0.4	i	i	-5.9	i	-6.4	i	i	i
CCNc1nnc(-c2ccncc2)s1	i	i	.	i	i	3.9	i	-10.0	i	i	i
O=C(CCCn1cc([N+](=O)[O-])cn1)NC1CCCCCC1	i	i	3.0	i	i	-1.5	i	-4.5	i	i	i
COc1ccc(Cl)cc1NC(=S)Nc1ccccc1F	i	i	2.8	i	i	-7.7	i	-6.2	i	i	i
COCCCN(CC(=O)O)S(=O)(=O)c1cccc(Cl)c1	i	i	-3.1	i	i	2.1	i	-4.7	i	i	i
CS(=O)(=O)Cc1ccc(C(=O)N2CCCC2c2cccs2)cc1 (stereo not given)	i	i	1.7	i	i	-1.6	i	-14.0	i	i	i
CC(NC(=O)C1CCC(=O)N1Cc1ccccc1Cl)c1ccccc1 (stereo not given)	i	i	8.1	i	i	-0.3	i	-4.7	i	i	i
COc1ccc(CCn2cnc3c([nH]c4ccccc43)c2=O)cc1	i	i	-2.4	i	i	-0.4	i	-6.3	i	i	i
CCOc1ccc(CN2CCNC(=O)C2CC(=O)N(C)C2CCCCC2)cc1 (stereo not given)	i	i	5.9	i	i	5.6	i	-6.2	i	i	i
Cc1ccc2cc(CN(c3ccc(C)c(C)c3)S(C)(=O)=O)c(=O)[nH]c2c1	i	i	-2.0	i	i	-5.1	i	-9.8	i	i	i
COc1ccccc1NC(=O)NCC(c1ccco1)N1CCCCC1 (stereo not given)	i	i	-2.1	i	i	4.2	i	-10.4	i	i	i
COc1ccc(/C=C/C(=O)NCc2cn(C)nc2C)cc1COc1ccc(Cl)cc1Br	100*	i	1.5	i	i	3.7	i	-9.0	i	i	i
CCCS(=O)(=O)N1CCCC(C(=O)NCCCN(Cc2ccccc2)C(C)C)C1 (stereo not given)	i	i	0.3	i	i	0.9	i	-5.1	i	i	i
CCOc1ccsc1C(=O)O	i	i	-2.5	i	i	0.9	i	-1.8	i	i	i
CCCCc1cc(=O)oc2cc(C)cc(OCC(=O)NCC3CCC(C(=O)O)CC3)c12 (stereo not given)	i	i	-37.9	i	i	14.5	i	-12.2	i	i	i
CCN(Cc1ccccc1)C(=O)c1cc2c(=O)oc3ccc(C)cc3c2s1	i	i	-1.7	6*	i	0.6	i	-20.4	-8.89*	i	i
Cn1c[n+](C)cc1-c1ccc(/C(N)=N/O)cc1	i	i	-2.2	i	i	-3.2	i	-9.9	i	i	i
C=CCN(c1ccc(C(=O)OC)cc1)S(=O)(=O)c1ccccc1	i	i	0.3	i	i	-10.3	i	-10.6	i	i	i
COc1ccc(C(=O)NC(=S)Nc2ccccc2N2CCOCC2)cc1Br	i	i	13.7	i	i	-4.8	i	-10.8	i	i	i
O=C(Nc1cc2c(cc1C(=O)O)OCCCO2)c1ccc(F)cc1F	i	i	2.4	i	i	-3.2	i	-2.6	i	i	i
Cc1cccn2c(=O)c(/C=C(\C#N)C(N)=O)c(N3CCN(c4cccc(Cl)c4)CC3)nc12	i	i	-1.0	i	-7.22*	31.8	i	-5.0	-10.2*	i	i
COC(=O)C1C2C=CC3(CN(Cc4ccco4)C(=O)C13)O2 (stereo not given)	i	i	.	i	i	-0.3	i	-8.6	i	i	i
Cc1onc(-c2ccccc2)c1C(=O)NCc1ccc2c(c1)OCO2	i	i	0.0	i	i	-9.0	i	-11.5	i	i	i
O=S(=O)(c1cc(Cl)ccc1Cl)N1CC2CCCN2c2ccc(C(F)(F)F)cc21 (stereo not given)	i	i	16.9	i	i	36.8	i	-7.5	i	i	-7.13*
COc1cccc(NC(=O)CSc2nc3c(sc4ccccc43)c(=O)n2CCN(C)C)c1	i	i	-14.6	i	i	20.9	i	-15.1	i	i	i
CC(C)CN(C(=O)Cn1c(C(F)(F)F)nc2ccccc21)C1CCS(=O)(=O)C1 (stereo not given)	i	i	.	i	i	22.4	i	-6.5	i	i	i
CC(=O)C(Cc1ccc(Cl)nc1)Cc1ccc(Cl)nc1	i	i	-2.8	i	i	-0.1	i	-2.9	i	i	i
COc1ccc(/C=C2\C(=N)N3N=C(CC(=O)N4CCOCC4)SC3=NC2=O)cc1	i	i	0.8	i	i	-0.4	i	-2.4	i	i	i
CC(=O)Nc1ccc(-c2sc(Nc3cccc4ccccc34)n[n+]2-c2ccccc2)cc1	i	-11.8*	9.2	i	i	3.5	i	-35.3	i	i	i
COc1cc(/C=C/CN2CCC(Oc3ccc(C(=O)N4CCCC4)cc3)CC2)ccc1O	.	i	.	i	i	3.9	i	-12.5	i	i	i
COc1cccc(C(=O)NC(=S)Nc2ccccc2N2CCCC2)c1	i	i	17.4	i	i	-11.0	i	-8.6	i	i	i
NC(=O)Cn1c(-c2nonc2N)nc2ccccc21	i	i	-4.5	i	i	-5.3	i	-11.2	i	i	i
Cc1ccc(NC(=O)CCC(=O)c2cccs2)cc1	i	i	-0.3	i	i	0.6	i	-5.8	i	i	i
CCOC(=O)c1nn(-c2ccc(Cl)cc2)c2nc(Nc3ccccc3)cc(=O)n12	i	i	-6.2	i	i	14.1	i	-8.2	i	i	i
CCC(C)COC(c1ccccc1)(c1ccccc1)C(Oc1nc(C)cc(C)n1)C(=O)O (stereo not given)	i	i	3.3	i	i	0.3	i	-7.5	i	i	i
CN(C)c1ccc(CNCC2CCCO2)cc1 (stereo not given)	i	i	2.8	i	i	6.7	i	-9.2	i	i	i
COc1cc(-c2nc(Cc3c(F)cccc3Cl)no2)cc(OC)c1OC	i	i	-6.2	i	i	1.7	i	-7.7	i	i	i
Cc1ccc(Sc2ccc(CN3CCCCC3)cc2[N+](=O)[O-])cc1	i	i	10.3	i	i	1.5	i	-18.9	i	i	i
CC(C)CC(=O)Nc1nnc(SCC(=O)NCc2ccco2)s1	i	i	-1.3	i	i	-1.5	i	-12.6	i	i	i
O=C(NCC1CCCCC1)C1CCCN(C(=O)NC2CCCCC2)C1 (stereo not given)	i	i	-0.8	i	i	-0.5	i	-9.2	i	i	i
O=C1CCCN1c1ccc(C(=O)N(Cc2nnc(-c3ccc(Cl)cc3)o2)C2CC2)cc1	i	i	0.4	i	i	-14.7	i	-11.3	i	i	i
O=C(COc1ccc([N+](=O)[O-])cc1)NNC(=O)c1cccnc1	i	i	1.1	i	i	0.5	i	-14.2	i	i	i
COc1cc(/C=C2\SC(=S)N(C(C(=O)O)c3ccccc3)C2=O)cc(OC)c1OC (stereo not given)	i	i	.	i	i	15.0	i	-14.6	i	i	i
COC(=O)Nc1ccc(S(=O)(=O)N2CCCC(C(=O)N3CCOCC3)C2)cc1 (stereo not given)	i	i	-0.5	i	i	-13.5	i	-16.1	i	i	i
Cc1ccc(Cn2c(C3CCCN3c3nc(-c4cc(Cl)c(N)c(Cl)c4)cs3)nc3cc(Cl)c(Cl)cc32)cc1 (stereo not given)	i	i	2.7	i	i	20.1	i	-3.2	i	i	i
CCOC(=O)c1cc(NC(=O)N2CCCCC2)c(C)nc1C	i	i	-6.7	i	i	-2.7	i	0.3	i	i	i
COc1ccc(/C(C)=N/NC(=O)C2CC2)cc1	i	i	-2.1	i	i	13.9	i	-5.8	i	i	i
Cc1ccc(CNC(=O)c2cc3c(s2)CS(=O)(=O)C3)cc1	i	i	-1.0	i	i	5.2	i	-0.6	i	i	i
The list continues:
SMILES	ANO1 block	ANO1 activ	HDAC3 inhib	KCNQ1 inh	KCNK9 block	SKKanGAS inh	KCNQ1 act	hERG rescue	KCNK3 inh	RGS4 inh	RGS4 act
C=CCN1C(=O)C2C3C=CC(C2C1=O)C1C2C(=O)N(CC=C)C(=O)C2C31 (stereo not given)	i	i	-4.2	i	i	-5.6	i	3.1	i	i	i
CC(=O)Nc1ccc(S(=O)(=O)N2CCN(c3cc(C)nc4ccccc34)CC2)cc1	i	i	-5.2	i	i	-6.2	i	-6.3	i	i	i
Cc1cccc2c(=O)cc(C)n(Cc3ccccc3)c12	i	i	6.6	i	i	-7.7	i	-13.3	i	i	i
COc1cccc(C(=O)Nc2ccc(NC(=O)C3CCCCC3)nc2)c1	.	i	.	i	i	3.4	i	-7.5	i	i	i
